Bioassay records from PubChem.
TNAP inh hi DEA: inhibitors of human TNAP at high phosphate acceptor concentration. inhibition, % at 20 µM. AID 1135. purified TNAP, CDP-star luminescence, 1 M DEA. hit rate 0.03% among 200,000. P05186;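 active = over 50% inhibition of tissue-nonspecific alkaline phosphatase at 20 µM in the single-dose screen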;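 also: plate controls were DMSO wells for no effect and EDTA-quenched wells as full inhibition for full effect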
Target sequence (P05186 whole entry, looked up): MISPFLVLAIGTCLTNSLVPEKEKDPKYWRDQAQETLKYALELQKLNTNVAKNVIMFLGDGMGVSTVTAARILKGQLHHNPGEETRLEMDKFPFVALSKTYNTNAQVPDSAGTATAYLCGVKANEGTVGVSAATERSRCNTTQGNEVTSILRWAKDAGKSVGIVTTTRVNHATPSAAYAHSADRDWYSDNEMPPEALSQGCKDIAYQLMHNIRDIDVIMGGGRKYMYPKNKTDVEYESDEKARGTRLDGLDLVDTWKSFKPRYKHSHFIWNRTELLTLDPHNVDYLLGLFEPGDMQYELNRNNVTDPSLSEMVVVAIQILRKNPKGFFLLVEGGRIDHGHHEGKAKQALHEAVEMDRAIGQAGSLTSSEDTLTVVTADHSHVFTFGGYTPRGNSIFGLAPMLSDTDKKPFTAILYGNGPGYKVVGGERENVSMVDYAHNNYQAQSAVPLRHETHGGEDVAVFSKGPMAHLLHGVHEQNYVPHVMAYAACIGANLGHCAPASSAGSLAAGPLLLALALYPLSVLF
PMI activator: phosphomannose isomerase (human) activation | P34949 | purified human PMI, coupled resazurin fluorescence, 20 min; stronger effect = higher value; 1 = vehicle control, 0 substrate-free wells | activation factor at 20 µM | hit rate 0.005% among 190,000;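 active = activation factor of 2 or more at 20 µM, relative to plate controls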
Target sequence (P34949 whole entry, looked up): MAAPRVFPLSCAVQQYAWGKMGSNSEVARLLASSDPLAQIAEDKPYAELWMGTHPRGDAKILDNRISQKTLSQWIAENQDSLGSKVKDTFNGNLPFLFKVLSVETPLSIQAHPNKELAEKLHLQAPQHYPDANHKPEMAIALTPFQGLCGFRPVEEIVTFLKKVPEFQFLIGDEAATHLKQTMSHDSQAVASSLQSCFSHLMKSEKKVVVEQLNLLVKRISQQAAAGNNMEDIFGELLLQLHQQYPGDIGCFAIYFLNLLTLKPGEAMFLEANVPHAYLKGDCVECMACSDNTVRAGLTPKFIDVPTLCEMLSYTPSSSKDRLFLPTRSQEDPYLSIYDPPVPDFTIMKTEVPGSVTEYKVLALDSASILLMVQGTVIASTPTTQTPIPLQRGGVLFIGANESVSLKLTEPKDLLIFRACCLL
TNAP inh noacc: blocks human TNAP activity with no phosphate acceptor present; P05186; purified TNAP, CDP-star luminescence, 30 min; inhibition, % at 20 µM; hit rate 0.26% among 200,000;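 active = tissue-nonspecific alkaline phosphatase inhibition above about 50% at 20 µM in the single-dose screen, limit read from the data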;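 also: 0% = DMSO negative control and 100% = EDTA positive control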
RAM inhibit: blocks the yeast RAM network. S. cerevisiae dse1pr::URA3 reporter, 5-FOA growth OD615, 2 d; analog-sensitive cbk1-as2 kinase mutant strain. inhibition, % at 50 µM. hit rate 1.8% among 190,000;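 active = inhibition above a set limit, 3 SD over mean compound inhibition, cut at about 8.4% in these data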;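 also: 0% = DMSO-only wells with no growth and 100% = 10 µM 1-NA-PP1 full growth; inhibition rescues growth on 5-FOA so higher OD means more RAM inhibition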
Lmaj promast: Leishmania major promastigote growth inhibition. Leishmania major promastigotes, resazurin fluorescence viability. inhibition, % at 10 µM. hit rate 9% among 200,000. AID 1063; in the data active = inhibition above about 50%;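 also: promastigotes grown with compound for 44 hours at 28 °C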
Redox H2O2 prof: compounds producing H2O2 with reducing agent – biochemical, NIH compound library profiling, artefact control for MLSCN library redox annotation, primary screen | DTT-dependent redox cycling H2O2, phenol red/HRP absorbance; 100% = 100 µM peroxide control, 0% = buffer | activation, % at 10 µM | hit rate 0.03% among 200,000 | AID 878;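 active = activation of at least 50% relative to the plate's high and low controls in the primary single-dose screen; inactive = activation below 50%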;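 also: compound incubated with DTT at 0.8 mM final as the reducing agent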
Hsp70 activator: transcriptional activators of Hsp70; HeLa Hsp70 promoter luciferase reporter, luminescence; scaled: vehicle 0, proteasome-inhibitor control 100%; activation, % at 10 µM; hit rate 0.04% among 200,000; AID 1203;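 active = activation above the mean across all tested compounds plus 3 SD, cutoff set per campaign, cut at about 5.5% in these data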;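 also: 100% = MG132 at 30 µM as the positive control and 0% = DMSO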
HMGR II inh: E. faecalis class II HMG-CoA reductase inhibition; purified E. faecalis HMGR, NADPH absorbance 340 nm kinetic; hit rate 0.41% among 190,000; AID 1066; inhibition, % at 10 µM;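 active = inhibition above a set limit, the median over all tested compounds plus 3 SD, cut at about 9.5% in these data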;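 also: enzyme runs in reverse so mevalonate oxidation gives rising NADPH absorbance; 0% = complete reaction with DMSO and 100% = background rate lacking mevalonate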
PMI act satM6P: activators of human phosphomannose isomerase at near-saturating mannose 6-phosphate. coupled PMI enzyme assay, resazurin fluorescence, 20 min; stronger effect = higher value; 1 = untreated enzyme, 0 = substrate-free blank. activation factor at 20 µM. hit rate 0.34% among 190,000. AID 1216;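 active = activation factor of 2 or more at 20 µM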
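Material: human phosphomannose isomerase with PGI, G6PDH, diaphorase coupling enzymes; amount: PMI at 15 ng/mL final; also added: Mannose-6-phosphate 1.0 mM (near-saturating) plus 0.22 mM NADP+; incubation: enzyme reaction with compound 20 min at room temperature; signal: resorufin fluorescence (Ex 544/Em 590 nm) from resazurin via diaphorase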
S1P3 antagonist: antagonists of human S1P3 receptor | hit rate 0.27% among 170,000 | AID 485 | inhibition, % at 4.98 µM | CHO S1P3 NFAT-BLA reporter, FRET fluorescence, antagonist mode;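 active = inhibition above the plate cutoff, the mean inhibition of test wells on that plate plus 3 SD, cut at about 28% in these data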;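 also: cells challenged with S1P at its EC80 of 0.8 µM; blue over green emission ratio from cleaved BLA substrate after 4 h stimulation; 0% = S1P-stimulated wells and 100% = unstimulated DMSO-only wells; some compounds past the cut are filed as inactive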
The depositor's hits bear a star; x = no result given.

SMILES | TNAP inh hi DEA | PMI activator | TNAP inh noacc | RAM inhibit | Lmaj promast | Redox H2O2 prof | Hsp70 activator | HMGR II inh | PMI act satM6P | S1P3 antagonist
CCOc1cc([N+](=O)[O-])cc(/C=C2/NC(=O)N(Cc3ccccc3F)C2=O)c1O | 14 | 0.9 | 12 | 2.5 | -2 | -1.2 | -0.1 | -1 | 0.7 | -3
CCCc1cc(=O)[nH]c(Nc2ccc(Cl)cc2)n1 | -1 | 1.1 | -6 | 2.3 | 17 | -0.6 | 0.0 | -3 | 1 | 6
O=C(OCn1nnc2ccccc2c1=O)c1ccc(Br)o1 | 0 | 1.1 | -10 | 2.2 | 0 | -0.7 | -0.5 | 0 | 1.1 | -13
CCn1cc(S(=O)(=O)N2CCN(Cc3cccc(Cl)c3)CC2)cn1 | -2 | 1.1 | -7 | -0.1 | 1 | -1.0 | -0.5 | -6 | 1 | -33
Cc1nn(C)c(Oc2ccccc2)c1CCNS(=O)(=O)c1ccccc1 | -4 | 0.9 | 10 | -0.5 | 19 | 2.3 | 0.1 | -5 | 1 | x
CC(C)(C)NC(=O)COC(=O)c1ccc(Cl)cc1O | -8 | 1.1 | -11 | 2.4 | 0 | 0.1 | -0.2 | 3 | 1 | -10
CCOC(=O)C(CSCc1ccccc1)NC(=O)OC(C)(C)C (centres undefined) | -3 | 0.9 | -9 | 0.7 | 5 | -9.4 | -0.2 | 0 | 1 | x
O=C(CC1C(=O)NCCN1Cc1ccccc1C(F)(F)F)NCCn1cccn1 (centres undefined) | 2 | 1.1 | -6 | 2.5 | -9 | 0.6 | -0.3 | -5 | 1 | -16
CC(C)(C)N1C(=O)Cc2c1nc(N)c1c(N)nc(N3CCCCC3CO)c(C#N)c21 (centres undefined) | 9 | 0.2 | 2 | 2.7 | 25 | 2.3 | -0.6 | -3 | 0.3 | 43
COc1ccc(Nc2oc(COc3ccc(Cl)cc3)nc2C#N)cc1 | -8 | 0.8 | -15 | 3.5 | 25 | 1.5 | -0.5 | -5 | 0.8 | 8
CCC1(CC)N=C(c2ccccc2)C(=S)N1 | -7 | 1.1 | -11 | 1.8 | 1 | -0.2 | 0.0 | -3 | 1 | -10
Cc1ccc2sc(N(CCCN(C)C)C(=O)c3ccc(Br)s3)nc2c1C | 2 | 1.1 | -2 | 1.3 | 95* | -1.7 | 0.3 | -2 | 1.1 | -14
CCc1nnc(NC(=O)C2CCN(C(=O)NC3CCCCC3)CC2)s1 | -6 | 0.9 | -11 | 1.9 | -1 | 1.5 | -0.1 | -11 | 0.9 | -13
O=C1/C(=C/c2cccnc2)SC(=NCc2ccccc2)N1Cc1ccccc1 | 3 | 0.9 | -6 | 6.2 | 32 | -0.7 | -0.4 | -1 | 0.9 | 3
CCCCN1CC(C(=O)NCc2ccc(C)cc2)CC1=O (centres undefined) | -3 | 1 | 16 | 1.4 | -4 | 0.2 | 0.0 | -2 | 1.1 | x
Cc1nnc(N/N=C/c2ccc(O)c([N+](=O)[O-])c2)[nH]c1=O | 13 | 0.9 | 8 | 0.6 | 0 | -0.6 | -0.4 | -5 | 1 | -3
CSc1ccc(NC(=O)N2CC(C)OC(C)C2)cc1 (centres undefined) | -6 | 1 | -17 | -0.3 | -1 | -0.6 | -0.4 | -1 | 1 | 29
Cc1ccc(-c2cc(C(=O)NN=C3CCCC3)c3ccccc3n2)cc1 | -4 | 1 | -15 | 3.6 | -2 | -3.7 | 0.2 | -1 | 1 | x
O=[N+]([O-])c1ccc(OCC(O)CN(C2CCCCC2)C2CCCCC2)cc1 (centres undefined) | 0 | 1 | -13 | 2.1 | 29 | -0.1 | -0.2 | -3 | 1.1 | 3
O=C(Nc1ccc(N2CCN(C(=O)c3cccs3)CC2)c(Cl)c1)c1ccco1 | -2 | 1 | -7 | 3.6 | -4 | 0.5 | -0.6 | 0 | 0.9 | x
CCCN(CCC)CCCNC(=O)C1c2cc(OC)c(OC)cc2C(=O)N(C)C1c1cccnc1 (centres undefined) | -3 | 1 | -7 | 0.9 | -9 | -0.7 | 0.0 | -4 | 1 | -8
CCCCC(=O)Nc1cccc(NC(=O)c2ccccc2Br)c1 | -2 | 0.9 | -11 | -0.9 | 7 | -2.4 | 0.0 | -2 | 0.9 | x
O=C(c1ccc(=O)oc1)N1CCN(C(c2ccccc2)c2ccccc2)CC1 | -5 | 1 | -10 | -0.1 | 2 | 2.0 | -0.2 | -2 | 1.1 | x
CN1CCN(C(=O)c2ccc(N(Cc3ccccc3Cl)S(C)(=O)=O)cc2)CC1 | 1 | 1 | 4 | 0.3 | -2 | 0.6 | -0.5 | -4 | 1 | x
Fc1ccc(/C=N/Nc2ncnc3nc[nH]c23)cc1F | -3 | 1.1 | -136 | -0.8 | 50* | -0.5 | -0.1 | -1 | 1 | -1
Continuation:
SMILES | TNAP inh hi DEA | PMI activator | TNAP inh noacc | RAM inhibit | Lmaj promast | Redox H2O2 prof | Hsp70 activator | HMGR II inh | PMI act satM6P | S1P3 antagonist
OCC1(Cc2ccc(Cl)cc2)CCN(Cc2ccc3nsnc3c2)CC1 | -8 | 0.8 | -6 | 1.2 | 88* | -0.9 | 0.0 | -3 | 0.8 | 1
Nc1nonc1-c1noc(-c2ccccc2)n1 | 0 | 1 | -6 | 0.7 | 1 | 0.4 | 0.1 | -1 | 1 | x
COc1ccc(C2=CC(=O)OC(C)(c3ccccc3)O2)cc1 (centres undefined) | 1 | 0.9 | -11 | 0.4 | -1 | -0.2 | -0.3 | -1 | 0.8 | 3
CCC(C)C(NC(=O)C1CCC(C)CC1)C(=O)NCc1cccnc1 (centres undefined) | 2 | 1 | -6 | -1.0 | -2 | 3.9 | -0.4 | -1 | 1 | x
COc1cccc(-c2cc3c(=O)n(-c4ccccc4)c(=S)[nH]c3s2)c1 | -4 | 1 | -4 | 4.6 | -2 | -4.8 | -0.3 | 1 | 1 | x
COc1ccc2c(c1)O[C@@H](c1ccc3c(c1)OCO3)[C@H](OC(=O)Nc1cc(OC)c(OC)c(OC)c1)C2=O | 2 | 0.9 | 3 | 4.6 | 47 | 1.0 | -0.3 | -6 | 0.7 | -4
CN1c2ccccc2-c2nc3ccccc3n2C1c1ccccn1 (centres undefined) | -2 | 1 | -5 | 1.1 | 9 | -0.6 | 0.2 | -11 | 0.8 | x
CC(C)(C)c1ccc(/C=C/C(=O)Nc2ccncc2)cc1 | -4 | 0.8 | -2 | -2.1 | 88* | 0.7 | -0.2 | 1 | 0.9 | -20
CCOC(=O)C1=C(CS(=O)(=O)c2ccc(C)c(C)c2)NC(=O)NC1c1ccc(O)cc1 (centres undefined) | -3 | 1 | -11 | -1.6 | 0 | -0.8 | -0.4 | 0 | 1.1 | -9
Cc1ccc(NC(=S)N(Cc2ccco2)C(C)c2cccs2)cc1 (centres undefined) | -6 | 1 | -12 | 1.9 | 52* | -0.2 | -0.1 | -2 | 1 | -9
Cc1nc2sccn2c(=O)c1CCN1CCC(=C(c2ccccc2)c2ccc(F)cc2)CC1 | -3 | 1 | -8 | 2.2 | -1 | 3.3 | -0.3 | 4 | 0.9 | -4
COCc1cc(C)nc(Nc2ccccc2C)c1C#N | -2 | 0.9 | -6 | 1.2 | 3 | 20 | -0.3 | -7 | 1 | 5
CCN(CC)C(=O)CNc1ccc(C(F)(F)F)cc1[N+](=O)[O-] | 4 | 1.1 | -2 | 2.1 | -1 | -0.3 | -0.2 | 1 | 1 | -6
COC(=O)c1sccc1NC(=O)c1cc(-c2cccc(C)c2)nc2ccccc12 | -2 | 1.1 | 6 | 2.7 | 11 | -3.8 | 0.0 | 1 | 1.1 | x
CCN1C(=O)/C(=C/N(C)C)c2ccccc21 | -2 | 0.9 | -10 | -1.4 | -1 | -0.3 | 0.3 | 1 | 0.9 | -13
C=C(C(=O)c1ccccc1)C(c1ccccc1)C(C)C(=O)c1ccccc1 (centres undefined) | 4 | 0.8 | -6 | 6.0 | 89* | 0.0 | -0.3 | 0 | 0.9 | 5
Cc1cccc(NC(=O)c2cc3n(n2)C(C(F)(F)F)CC(c2ccc4c(c2)OCO4)N3)c1 (centres undefined) | -4 | 0.7 | -10 | 3.4 | 18 | 0.4 | -0.3 | -2 | 0.8 | 18
Cc1c(Cl)c(=O)n2c(=O)c(Cl)c(C)n12 | 0 | 1.2 | -6 | 1.1 | 2 | -1.4 | -0.1 | 1 | 1.1 | 2
Cc1cccc(-n2c(Cc3ccccc3)n[nH]c2=S)c1 | 1 | x | 2 | -1.0 | 7 | -0.7 | -0.2 | 3 | x | -9
CN(CC(=O)Nc1ccccc1Cl)CC(=O)Nc1c(F)cccc1F | -5 | 1 | -131 | 0.7 | -3 | 0.8 | 0.0 | 0 | 0.9 | -12
O=C1c2ccccc2C(=O)N1OCc1ccccc1 | 7 | 1 | -3 | 1.0 | -3 | -0.5 | -0.2 | -1 | 1.1 | -9
CN(Cc1nc(-c2ccc3c(c2)OCO3)no1)CC1(N2CCOCC2)CCCCC1 | -5 | 0.9 | -9 | 3.7 | 2 | 0.0 | -0.2 | -1 | 0.9 | -11
CCn1cc(C2=NC(c3ccccc3)CO2)c2ccccc21 (centres undefined) | 0 | 0.9 | -3 | -0.5 | 0 | -0.3 | 0.1 | 2 | 0.9 | -18
CC(C)(CN1CCCCC1)NS(=O)(=O)c1ccc(Cl)cc1 | -4 | 0.9 | -6 | -0.1 | 90* | 2.1 | -0.5 | -2 | 1 | 5

Rewritten as a markdown table: 7 of the compounds above.
| Structure | TNAP inh hi DEA | PMI activator | TNAP inh noacc | RAM inhibit | Lmaj promast | Redox H2O2 prof | Hsp70 activator | HMGR II inh | PMI act satM6P | S1P3 antagonist |
| --- | --- | --- | --- | --- | --- | --- | --- | --- | --- | --- |
| Cc1c(Cl)c(=O)n2c(=O)c(Cl)c(C)n12 | 0 | 1.2 | -6 | 1.1 | 2 | -1.4 | -0.1 | 1 | 1.1 | 2 |
| Cc1cccc(-n2c(Cc3ccccc3)n[nH]c2=S)c1 | 1 | x | 2 | -1.0 | 7 | -0.7 | -0.2 | 3 | x | -9 |
| CN(CC(=O)Nc1ccccc1Cl)CC(=O)Nc1c(F)cccc1F | -5 | 1 | -131 | 0.7 | -3 | 0.8 | 0.0 | 0 | 0.9 | -12 |
| O=C1c2ccccc2C(=O)N1OCc1ccccc1 | 7 | 1 | -3 | 1.0 | -3 | -0.5 | -0.2 | -1 | 1.1 | -9 |
| CN(Cc1nc(-c2ccc3c(c2)OCO3)no1)CC1(N2CCOCC2)CCCCC1 | -5 | 0.9 | -9 | 3.7 | 2 | 0.0 | -0.2 | -1 | 0.9 | -11 |
| CCn1cc(C2=NC(c3ccccc3)CO2)c2ccccc21 (centres undefined) | 0 | 0.9 | -3 | -0.5 | 0 | -0.3 | 0.1 | 2 | 0.9 | -18 |
| CC(C)(CN1CCCCC1)NS(=O)(=O)c1ccc(Cl)cc1 | -4 | 0.9 | -6 | -0.1 | 90* | 2.1 | -0.5 | -2 | 1 | 5 |

Hits appear at their usual frequency; any-hit rate near 12%.
